Assay outcomes deposited in PubChem BioAssay by National Center for Advancing Translational Sciences (NCATS).
ALOX15B inhib: qHTS Assay for Inhibitors of 15-hLO-2 (15-human lipoxygenase 2); purified 15hLO-2, xylenol orange hydroperoxide absorbance; Potency, µM (doses to about 57.1 µM), for the others: at the highest dose activity change, negative = inhibition, actives largely listed as inhibitors; hit rate 0.56% among 110,000; Polyunsaturated fatty acid lipoxygenase ALOX15B (Homo sapiens), O15296; also: potency is read from the fitted curve at half-maximal effect; nearly all actives have a fitted effect of over 60% in size; many of its hits are not listed in these tables
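Purified human 15hLO-2 (50 nM final) preincubated with compounds 15 min at room temperature in 25 mM Hepes pH 7.5, 0.01% Triton X-100, then 45 uM arachidonic acid added for 90 min; hydroperoxide detected via ferrous/xylenol orange, 573/405 nm absorbance ratio.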
ALOX12 inhib: qHTS Assay for Inhibitors of 12-hLO (12-human lipoxygenase). purified 12-hLO, xylenol orange hydroperoxide absorbance. Potency, µM (titrated, usually from 57.1 µM), for inactives: at the top dose activity change, negative = inhibition, hits mostly inhibitors. Polyunsaturated fatty acid lipoxygenase ALOX12 (Homo sapiens), P18054. hit rate 0.12% among 150,000; also: potency is read from the fitted curve at half-maximal effect; nearly all actives have a fitted effect of over 55% in size; many of its hits are not listed in these tables
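Purified human 12hLO (150 nM final) was preincubated with compounds for 15 min at room temperature in 25 mM Hepes pH 7.0, 0.01% Triton X-100, then reacted with 40 uM arachidonic acid for 30 min. Hydroperoxide was detected with ferrous iron/xylenol orange.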
IMPase cell inh: qHTS Assay for Identifying the Cell-Membrane Permeable IMPase Inhibitors | Inositol monophosphatase 1 (Rattus norvegicus), P97697 | 120,000 tested, under 10 active | AID 901, 2007 | inhibition (IP1 accumulation), % at 46.1 µM | CHO-M1 cells, IP1 accumulation, HTRF TR-FRET ratio; active = well fitted curve in the direction sought with a large enough effect in the signal ratio, not every such curve was filed as active; inconclusive = small, poorly fitted or top-dose-only effect, or a change in a side signal; inactive = no such curve, though single readings can be large or run the other way; the % refers to the signal ratio;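 also: cells stimulated with carbachol in lithium chloride buffer; plate controls were DMSO basal wells for no effect and reference inhibitor wells for full effect; higher means more IMPase inhibition seen as more IP1 and lower FRET ratio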
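CHO-M1 cells (CHO stably expressing M1 receptor), compound up to 46 uM final, stimulated with carbachol (50 uM as added) in buffer with 50mM LiCl, pH 7.4, 30 min at 37C. Cytosolic IP1 read by TR-FRET; AC50 from Hill fits.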
* hit, by the source's call; ? = inconclusive; [ ] = remark or other dose. Unless noted, calls follow the shape of the dose curve; as a rule, active = well fitted curve in the direction sought with a large enough effect; inconclusive = small, poorly fitted or top-dose-only effect, or another doubt; inactive = no such curve, though single readings can be large; an effect the other way counts as inactive or inconclusive. Unless noted, % is scaled to controls: 0 for no effect and ±100 for the full control effect. Only part of the results is shown. The share of hits here may be higher or lower than overall.

SMILES | ALOX15B inhib | ALOX12 inhib | IMPase cell inh
CC[C@H]1C(=O)OC[C@H]1Cc1cncn1C | -1.2%[11.4 µM] | ? | 8.3
CC(=O)C1=C(O)[C@@H]2[C@@H]3c4c[nH]c5cccc(c45)C[C@@H]3C(C)(C)N2C1=O | -2.4% | -28.0% | 5.1
